Screening results from PubChem.
H9c2 protect – modulators protecting cardiomyocytes from myocardial damage. H9c2 cardiomyocytes, H2O2 injury protection, ATPLite, 2 h. protection from H2O2 cell death, % at 20 µM. 360,000 tested, 0.63% active. AID 588492;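 active = compounds giving at least 50% protection of heart cells from peroxide-induced death in the single-dose screen, raw or plate-pattern-corrected value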;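 also: 0% = DMSO wells with peroxide and 100% = DMSO wells without peroxide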
ABHD5-PLIN5 inh – ABHD5-PLIN5 protein interaction inhibition | inhibition, % at 4 µM | AID 602281 | Q00G26+Q8WTS1 | 360,000 tested, 0.78% active | Split G. princeps luciferase complementation, luminescence, 4 h;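 active = inhibition above the mean inhibition across every tested compound plus 3 SD, cut at about 22% in these data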;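 also: 0% = DMSO only wells and the 100% control is not disclosed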
MC4R antagonist – human MC4R antagonism in cAMP assay; P32245; MC4R-expressing cells, MTII-stimulated cAMP, LANCE TR-FRET; inhibition, % at 6.5 µM; 360,000 tested, 0.48% active;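 active = inhibition above its plate's cutoff, the mean of tested wells on that plate plus 3 SD, cut at about 29% in these data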;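 also: 0% = Melanotan II alone and 100% = Melanotan II plus saturating MCL0020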
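material = U2OS cells stably expressing human melanocortin 4 receptor (MC4R) | also added = Melanotan II challenge | dosing = single nominal compound dose of 6.5 µM | detection = TR-FRET with Eu-cAMP and labeled anti-cAMP, 671 nm | replication = singlicate | timing = compound 30 min, challenge 1 h, detection 1 h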
aDG glyco act – increases alpha dystroglycan glycosylation. Pro5-aDG cells, alpha-DG glycosylation AlphaScreen (IIH6); 0% Pro5, 100% B10-LARGE cell signal. activation, % at 10 µM. 360,000 tested, 0.22% active. AID 624168;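 active = activation of at least 8% versus controls, or a plate z-score of at least 8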;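 also: Pro5 are CHO cells carrying HIG-tagged alpha-DG that lacks glycosylation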
MC4R ag barr – human MC4R agonism via beta-arrestin; U2OS MC4R beta-arrestin complementation, luminescence; percent of melanotan II response, DMSO zero; P32245; activation, % at 8.9 µM; 360,000 tested, 0.98% active;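 active = activation above a per-plate cutoff, the mean activation of sample wells on that plate plus 3 SD, cut at about 8% in these data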
ABCB6 inh MLPCN – blocks the human ABCB6 transporter | Q9NP58 | K562-ABCB6 porphyrin accumulation, flow cytometry, 1 h; active compounds read low | fluorescence ratio to DMSO, % at 10 µM | 360,000 tested, 0.19% active;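 active = fluorescence ratio to DMSO below 75%, the collection mean minus 3 SD; inconclusive = too few cells collected in the well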;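 also: signal is porphyrin accumulated inside mitochondria; 100% equals median channel fluorescence of DMSO control wells; lower ratio means ABCB6 inhibition with less porphyrin fluorescence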
Target sequence (Q9NP58 whole entry, looked up): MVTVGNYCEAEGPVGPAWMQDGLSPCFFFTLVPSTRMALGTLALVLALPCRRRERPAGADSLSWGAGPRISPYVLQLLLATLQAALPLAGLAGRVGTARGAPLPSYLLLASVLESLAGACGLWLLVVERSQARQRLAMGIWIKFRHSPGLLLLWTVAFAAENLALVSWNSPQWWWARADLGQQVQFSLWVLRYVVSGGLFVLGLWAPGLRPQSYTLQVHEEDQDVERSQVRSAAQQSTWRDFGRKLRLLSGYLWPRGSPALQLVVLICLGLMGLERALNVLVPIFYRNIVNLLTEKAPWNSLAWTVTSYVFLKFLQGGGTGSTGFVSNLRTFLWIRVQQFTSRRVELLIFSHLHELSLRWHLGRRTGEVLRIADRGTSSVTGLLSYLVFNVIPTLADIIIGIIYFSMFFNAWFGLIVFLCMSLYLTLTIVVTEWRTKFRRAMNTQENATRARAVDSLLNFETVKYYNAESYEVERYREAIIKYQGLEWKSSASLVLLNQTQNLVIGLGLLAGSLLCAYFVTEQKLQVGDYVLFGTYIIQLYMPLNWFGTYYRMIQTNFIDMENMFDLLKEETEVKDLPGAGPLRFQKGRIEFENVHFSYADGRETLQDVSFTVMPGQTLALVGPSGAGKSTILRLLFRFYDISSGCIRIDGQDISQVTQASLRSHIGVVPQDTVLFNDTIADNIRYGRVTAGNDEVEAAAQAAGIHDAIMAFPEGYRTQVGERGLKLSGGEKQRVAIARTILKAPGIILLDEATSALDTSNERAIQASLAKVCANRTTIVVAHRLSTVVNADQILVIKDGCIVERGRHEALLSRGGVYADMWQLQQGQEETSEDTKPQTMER
Exocytosis inh – lytic granule exocytosis inhibition; 360,000 tested, 0.66% active; AID 651702; inhibition, % at 10 µM; TALL-104 LAMP-1 surface exposure, flow cytometry; cells stimulated with thapsigargin and PMA;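 active = inhibition above about 55%, limit read from the data; inconclusive = no clear call, values can overlap the other calls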
hiPSC survival – hiPSC single-cell survival enhancement; ATPlite luminescence; 100% = ROCK inhibitor wells, 0% = DMSO; survival enhancement, % at 20 µM; 360,000 tested, 0.044% active; AID 602274; in the data active = survival enhancement above about 18%;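 also: cells exposed to compounds for 16 hours before the ATP read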
Glyco luc inh – blocks N-linked glycosylation in D54 reporter cells. D54 ERlucT glycosylation luciferase reporter, 24 h; percent of 100 nM tunicamycin response. reporter increase, % at 12.5 µM. 360,000 tested, 0.23% active. AID 588692;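 active = mean luciferase reporter signal, scaled so untreated is 0 and the glycosylation-blocking control 100, at or above a set limit in every replicate; inconclusive = mean reaches the limit but not every replicate does; inactive = mean below the limit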;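 also: luciferase carries N-glycosylation sites so blocking glycosylation raises the light; 0% = median of neutral control wells and 100% = median of 100 nM tunicamycin wells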
HTR2A ag – mouse HTR2A agonism via beta-arrestin recruitment. 360,000 tested, 0.66% active. activation, % at 7.6 µM. AID 624169. CHO-K1 mHTR2A beta-arrestin complementation, luminescence; percent of 30 µM serotonin response. P35363;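 active = activation above a run cutoff, the mean activation of all tested compounds plus 3 SD, cut at about 14% in these data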;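 also: 0% = plate median of compound wells and 100% = 30 µM serotonin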
* marks the source's active call; other numbers are inactive results; ? = inconclusive; . = no result given. An excerpt; the hit share may differ from the screen's.

SMILES	H9c2 protect	ABHD5-PLIN5 inh	MC4R antagonist	aDG glyco act	MC4R ag barr	ABCB6 inh MLPCN	Exocytosis inh	hiPSC survival	Glyco luc inh	HTR2A ag
CCOc1ccc(CN2CCCC(C(=O)c3ccccc3OC)C2)cc1 (configuration not stated)	-3	-1	9	-0.1	0.8	98	8	-0.5	-1	14
CC(C)N1CCN(Cc2ccccc2C(F)(F)F)CC1CCO (configuration not stated)	11	3	6	-0.2	0.1	99	-2	1.3	0	7
CC[C@H]1CC2CN3CCc4c([nH]c5ccccc45)C(C(=O)OC)(C2)C13 (some centres not stated)	-4	1	1	-0.4	8.0	97	8	-0.8	-3	0
O=C1NC(=O)[C@]2(Cc3ccccc3N3CCN(c4ccccc4)CC32)C(=O)N1c1ccccc1 (some centres not stated)	15	7	17	0.4	1.8	96	5	-1.1	-3	7
Cc1cc(=O)oc2cc(OCC(=O)N3CCN(Cc4ccccc4)CC3)ccc12	-2	4	7	-0.2	-0.8	94	1	-1.8	3	2
O=C1NC(=O)C2(Cc3ccccc3N3CCCC32)C(=O)N1c1ccccc1 (configuration not stated)	4	-4	-2	0.0	-1.2	98	0	4.6	-1	-1
CC(C)(C)NS(=O)(=O)c1ccc(OCC(=O)N2CCN(Cc3ccccc3)CC2)cc1	-10	-1	-4	0.5	-1.0	94	-4	-0.5	-3	1
Cc1cc([N+](=O)[O-])c2ccccc2[n+]1[O-]	-7	1	31*	0.1	-2.5	99	37	-0.5	-19	-3
O=C(N/N=C/c1c(O)n(C2CCCCC2)c(=S)[nH]c1=O)c1ccccc1O	52*	-10	-4	0.0	-3.4	111	6	0.3	1	10
O=Cc1cn(Cc2ccccc2[N+](=O)[O-])c2ccccc12	-13	4	13	0.1	-0.5	94	-3	0.0	-7	0
COc1cc(C(=O)N2Cc3ccc(Br)cc3-n3nncc3C2)cc(OC)c1OC	13	0	.	-0.2	.	92	0	-1.2	3	3
CCOC(=O)[C@]12Cc3cc(C)ccc3[C@H]1N(Cc1ccccc1)C(=O)c1cc(OC)ccc12	.	8	.	0.2	.	98	12	-0.9	.	-3
O=P(O)(O)Cc1c(Cl)cccc1Cl	3	5	-8	0.0	3.0	100	1	2.0	3	0
CN(C)c1ccc(/C=C/C=C2/C(=O)NC(=O)N(c3ccccc3)C2=O)cc1	-21	-1	12	-0.2	-3.0	237	6	-0.9	1	-3
NP(=O)(OCCCCc1ccccc1)Oc1ccccc1Cl (configuration not stated)	-3	-5	4	0.0	-0.3	97	2	0.8	3	-2
Cn1c(O)c(/C=N/c2ncccn2)c(=O)n(C)c1=O	6	40*	8	0.2	-2.0	104	-5	-2.0	2	-1
Cc1c(N)c(C)c([N+](=O)[O-])c(C)c1[N+](=O)[O-]	-7	5	1	-0.3	-1.7	97	-4	-1.4	-2	-2
COc1ccc(OC)c(-n2c(O)c(C=Nc3c(C)n(C)n(-c4ccccc4)c3=O)c(=O)[nH]c2=O)c1	6	2	5	-0.2	0.1	104	-10	-2.5	0	-1
C=CCn1c(O)c(C=NCCN2CCOCC2)c(=O)[nH]c1=S	5	16	-4	0.0	3.0	101	6	-0.2	1	2
CCOC(=O)C(O)(c1ccc(NC(=S)NC(=O)c2ccc(Cl)cc2Cl)c(C)c1)C(F)(F)F (configuration not stated)	-26	-17	8	4.5	2.9	97	18	0.1	-5	-3
CCOc1ccccc1N1C(=O)NC(=O)C(CCc2ccncc2)(CCc2ccncc2)C1=O	1	1	-5	-0.3	0.6	99	-3	-2.5	-2	-1
CC(=O)N(C)CC#CCN1CCCC(CO)C1 (configuration not stated)	5	0	7	-0.1	-0.1	104	-2	-4.0	0	0
CN1CCC2(CC1)N=C(c1ccc(F)cc1)C(=S)N2	2	-2	-3	-0.2	-1.3	98	-3	0.5	0	8
O=C1C2CCN(CC2)[C@@H]1Cc1ccc2ccccc2c1O	-2	5	7	0.3	-0.4	99	3	1.2	0	-1
C/C(=N\N1CCCCCC1)c1c(O)n(-c2ccc(Cl)cc2)c(=O)[nH]c1=O	5	4	8	0.1	0.9	102	2	2.3	-3	1
Cc1ccc(-n2c(O)c(C=NCc3cccnc3)c(=O)[nH]c2=O)cc1C	4	-3	1	-0.1	-0.9	90	12	3.6	-1	0
O=S(=O)(NC1CN2CCC1CC2)c1ccc(Cl)cc1 (configuration not stated)	4	-6	-2	0.0	0.6	93	12	-0.8	1	-5
Cc1ccc(/C=C2/C(=O)NC(=O)N(CCc3ccc(F)cc3)C2=O)s1	-7	-6	-15	0.0	0.8	86	43	1.5	6	2
CNCC(O)c1cc(OCc2ccccc2)c(OCc2ccccc2)cc1F (configuration not stated)	-6	14	6	-0.6	2.2	97	-4	-2.5	1	-4
CC(C)OP(=O)(OC(C)C)C(O)c1ccccc1F (configuration not stated)	-1	5	2	0.0	-2.8	101	1	-1.2	1	0
CC1CCCN(C(=O)c2ccc(N3CC4CC(C3)c3cccc(=O)n3C4)c([N+](=O)[O-])c2)C1 (configuration not stated)	7	-4	-1	0.0	1.6	100	7	0.6	1	2
O=C(O)c1ccc(-n2c(O)c(/C=C3\C=Nc4ccccc43)c(=O)[nH]c2=O)cc1	11	29*	-2	0.0	1.6	100	?	0.5	0	11
CC1(C)OC1COc1c2occc2cc2ccc(=O)oc12 (configuration not stated)	16	-1	6	-0.1	-0.2	101	4	1.1	0	-1
CC1CCCCC12C(=O)NC(=O)NC2=O (configuration not stated)	6	2	0	0.0	-1.2	95	-1	-3.0	0	3
O=C1NC(=S)NC(=O)C1=Cc1cccn1-c1ccc(O)cc1	-22	24*	28	0.4	-2.9	93	32	-0.8	-1	0
CP(=O)(Nc1ccc(Cl)cc1)c1nc2c(s1)CCCC2 (configuration not stated)	-2	1	0	0.2	-0.4	95	4	-0.1	0	-9
O=C(Nc1ccc(F)cc1)OC1CN2CCC1CC2 (configuration not stated)	15	4	3	-0.1	-2.4	93	-2	-0.5	-2	-2
O=C(O)c1cc(Oc2ccc(C(F)(F)F)cc2Cl)ccc1[N+](=O)[O-]	18	0	1	-0.1	-1.1	99	-1	5.9	0	7
COc1cc(/C=N/NC(=O)CN2CC(c3ccccc3)CC2=O)ccc1OC(=O)N(C)C (configuration not stated)	-8	-5	0	-0.3	1.4	101	0	2.4	1	1
O=C1NC(=O)N(Cc2ccccc2Cl)C(=O)/C1=C/c1cccs1	-13	-1	36*	-0.2	-2.8	102	25	0.1	20	-1
ClC(Cl)(Cl)c1ccccc1	-1	6	4	-0.1	1.1	100	-1	-2.8	0	5
CN(C)C(=O)CSc1nnc([C@@H](N)Cc2ccccc2)o1	-2	1	-1	0.0	-1.5	97	1	4.2	3	0
CN1C(=O)/C(=C/c2cccn2-c2ccc3ccccc3c2)C(=O)NC1=S	-24	7	16	0.6	-0.8	94	98*	3.7	0	-5
CC(C)(C)C(=O)OCC12CCC(O1)C1(C)C(=O)OCC21 (configuration not stated)	13	2	20	0.0	2.8	97	-1	-1.3	5	5
O=C(c1ccc2c(c1)OCO2)C1CCCN(CC2CCCCC2)C1 (configuration not stated)	6	1	7	1.0	-1.3	101	1	-1.1	-6	-2
CCOC(=O)c1ccccc1NC(=O)c1c(O)[nH]c(=S)[nH]c1=O	1	-7	5	-0.3	-1.3	100	-2	-1.1	0	-2
O=C1CC23c4ccccc4N4C(=O)CC5OCC=C6CN1C2CC6C5C43 (configuration not stated)	-3	-5	14	-0.3	-1.0	97	-2	1.5	3	-2
O=c1[nH]c2ccccc2n1C1CCN(Cc2ccc(-c3nc4ccc(F)cc4nc3-c3ccccc3)cc2)CC1	.	7	.	-0.3	.	91	38	-0.7	.	-7
Oc1ccc(/C=N/NP(=S)(c2ccccc2)c2ccccc2)cc1O	34	0	-11	0.2	-0.6	97	1	-0.9	-1	1
C[N+](C)(C)CCOC(=O)CBr	17	4	6	4.2	-0.3	101	-2	-0.4	0	-2
FC(F)(F)Oc1ccc(NC2=NCCCS2)cc1	-6	0	10	0.0	0.8	97	-10	-0.5	1	15*
ClC(Cl)=C(c1ccc(Cl)cc1)c1ccc(Cl)cc1	-22	-3	16	-0.2	1.9	102	-5	2.6	0	-2
N=c1sccn1Cc1ccc(Cl)cc1Cl	3	-1	16	0.7	0.3	97	1	1.5	-1	-1
COc1cccc(C2(O)CCN(CC(=O)Nc3nc(C)cs3)CC2)c1	8	-7	5	0.1	-0.6	105	-1	-0.5	0	2
COCc1cc(OC(=O)N(C)C)nc2c1c(C)nn2C	1	9	15	-0.1	-1.4	100	-8	0.7	-1	2
OC(CNC1CCCCC1)c1ccccc1 (configuration not stated)	3	-1	9	0.3	-1.1	114	-1	3.2	0	-3
O=C(CCC(=O)N1CC2C[C@@H](C1)Cn1c2cccc1=O)NCCc1ccccc1	3	-8	4	0.1	0.2	101	-6	-0.2	0	0
Cc1cc(/C=C2\C(=O)NC(=O)N(c3ccc(F)cc3)C2=O)c(C)n1-c1cccc(C(=O)O)c1	3	8	-8	-0.4	-0.4	98	1	1.5	2	-2
O=C1c2cccc(N3CCNCC3)c2C2CCCCN12 (configuration not stated)	13	2	.	-0.4	.	89	3	-0.8	4	-1
C[C@]12CCC3C(CCC4=CC(O)CC[C@@]43/C=N/O)C1(O)CCC2C1=CC(=O)OC1 (some centres not stated)	-3	-2	0	0.1	39*	99	-22	0.5	-17	-1

In the list so far, 2 contain a tert-butyl group.
SMILES	H9c2 protect	ABHD5-PLIN5 inh	MC4R antagonist	aDG glyco act	MC4R ag barr	ABCB6 inh MLPCN	Exocytosis inh	hiPSC survival	Glyco luc inh	HTR2A ag
CC(C)(C)NS(=O)(=O)c1ccc(OCC(=O)N2CCN(Cc3ccccc3)CC2)cc1	-10	-1	-4	0.5	-1.0	94	-4	-0.5	-3	1
CC(C)(C)C(=O)OCC12CCC(O1)C1(C)C(=O)OCC21 (configuration not stated)	13	2	20	0.0	2.8	97	-1	-1.3	5	5

Going on with the list:
SMILES	H9c2 protect	ABHD5-PLIN5 inh	MC4R antagonist	aDG glyco act	MC4R ag barr	ABCB6 inh MLPCN	Exocytosis inh	hiPSC survival	Glyco luc inh	HTR2A ag
Cc1nc2cc(-c3cccc(F)c3)nn2c(C)c1CCC(=O)N1CCC2(CC1)OCCO2	16	-6	3	-0.2	0.4	91	-2	12	-2	-1
COc1ccc(/C=C/C(=O)c2c(O)n(CCC3=CCCCC3)c(=O)[nH]c2=O)cc1OC	-9	-10	0	0.3	1.6	108	0	1.7	-1	1
c1ccc(-c2nc(N3CCOCC3)s[n+]2-c2ccccc2)cc1	-5	-12	10	-0.2	-2.0	97	4	-0.1	1	1
Cc1nc2ccc(Cl)cc2c(-c2ccccc2)c1C(=O)O	-4	6	8	-0.2	0.9	104	12	0.5	4	-2
CCCCn1c(C)c(C(=O)O)c2cc(OC)ccc21	18	-12	6	0.0	0.6	102	1	-0.3	2	-3
CN1CCN(c2ncc(C=O)s2)CC1	11	-5	7	-0.1	-1.0	92	-3	-0.7	3	-1
CC/C(=N\N1CCCCC1)c1c(O)[nH]c(=O)[nH]c1=O	6	-4	10	0.0	-1.7	93	-3	0.4	3	3
